CRFR2-BP ag: agonists of human CRF-binding protein/CRF-R2 receptor complex; activation, % at 13.2 µM; HEK293 CRF-R2/CRF-BP, calcium dye fluorescence (FLIPR); percent of saturating CRF peptide response; 350,000 tested, 0.46% active; AID 588473;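 active means activation of at least 50%, plus an integration ratio under a set limit after plate pattern correction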;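 further: plate controls were neutral control wells without compound for no effect and CRF at EC100 for full effect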
M5 ag: CHRM5 agonism in calcium assay. P08912. CHO-K1 hM5 cells, Fluo-8 calcium fluorescence; 0% DMSO wells, 100% maximal acetylcholine response. activation, % at 3 µM. 360,000 tested, 0.19% active. AID 624037;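 active means activation above the run's mean over test compounds plus 3 SD, cut at about 23% in these data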;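 further: signal is peak over basal fluorescence ratio across the kinetic read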
Target sequence (P08912 whole entry, looked up): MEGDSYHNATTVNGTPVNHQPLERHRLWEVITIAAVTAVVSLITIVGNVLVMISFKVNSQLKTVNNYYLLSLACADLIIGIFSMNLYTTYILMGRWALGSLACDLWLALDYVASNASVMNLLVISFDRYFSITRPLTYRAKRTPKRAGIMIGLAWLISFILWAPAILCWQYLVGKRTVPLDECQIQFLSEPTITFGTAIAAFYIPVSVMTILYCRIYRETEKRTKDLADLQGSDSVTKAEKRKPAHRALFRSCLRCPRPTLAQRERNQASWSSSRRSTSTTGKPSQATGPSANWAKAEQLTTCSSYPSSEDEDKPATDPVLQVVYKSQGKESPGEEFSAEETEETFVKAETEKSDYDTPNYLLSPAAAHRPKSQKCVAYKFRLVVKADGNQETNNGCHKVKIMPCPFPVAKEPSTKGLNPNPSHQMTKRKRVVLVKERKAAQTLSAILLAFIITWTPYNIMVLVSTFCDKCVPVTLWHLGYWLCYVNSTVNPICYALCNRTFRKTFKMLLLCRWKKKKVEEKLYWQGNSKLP
M4 antag: antagonists of human muscarinic M4 receptor (CHRM4); CHO-hM4 cells, ACh EC80, Fluo-8 calcium fluorescence; 360,000 tested, 0.73% active; inhibition, % at 3 µM; P08173;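 active means inhibition above its plate's cutoff, the mean inhibition of sample wells plus 3 SD, cut at about 27% in these data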;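 further: 0% = acetylcholine EC80 with DMSO and 100% = DMSO without agonist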
Target sequence (P08173 whole entry, looked up): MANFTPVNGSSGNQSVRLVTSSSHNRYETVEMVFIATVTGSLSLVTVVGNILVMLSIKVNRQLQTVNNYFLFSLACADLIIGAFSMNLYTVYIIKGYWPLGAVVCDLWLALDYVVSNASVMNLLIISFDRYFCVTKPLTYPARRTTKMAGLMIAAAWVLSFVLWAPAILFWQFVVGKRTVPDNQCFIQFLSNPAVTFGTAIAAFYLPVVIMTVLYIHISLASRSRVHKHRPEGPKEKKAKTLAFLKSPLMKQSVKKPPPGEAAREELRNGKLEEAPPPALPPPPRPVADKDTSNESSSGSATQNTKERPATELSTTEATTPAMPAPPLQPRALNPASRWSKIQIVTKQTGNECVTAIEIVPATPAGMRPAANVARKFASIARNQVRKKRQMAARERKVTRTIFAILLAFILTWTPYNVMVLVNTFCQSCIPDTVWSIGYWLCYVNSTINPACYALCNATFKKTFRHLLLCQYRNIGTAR
M5 PAM: CHRM5 positive allosteric modulation; 360,000 tested, 0.3% active; P08912; CHO-K1 hM5, Fluo-8 calcium, ACh EC20 PAM; 0% = ACh EC20, 100% = ACh EC100; activation, % at 3 µM;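 active means activation above the run cutoff, the mean activation of all test compounds plus 3 SD, cut at about 18% in these data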
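System – CHO-K1 hM5 cells · Compound – 3 µM, single dose · Incubation – compound preincubation 140 s before EC20 acetylcholine addition · Technique – Fluo-8 calcium fluorescence · Measure – Max/basal fluorescence ratio as % of EC20–EC100 ACh window · Benchmarks – low control EC20 acetylcholine (0%), high control EC100 acetylcholine (100%) · Replication – singlicate, one well per test compound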
M1 PAM: positive allosteric modulators of human M1 muscarinic receptor; P11229; CHO-K1 hM1, Fluo-8 calcium fluorescence, ACh EC20; 0% = ACh EC20, 100% = maximal ACh; activation, % at 3 µM; 360,000 tested, 0.088% active; AID 588819; in the data active means activation above about 19%, passing the limit was not always enough
CHRM4 PAM: potentiates acetylcholine response at human M4 receptor. P08173. CHO-K1 hM4/Gqi5, Fluo-8 calcium fluorescence, ACh EC20; 0% = ACh EC20, 100% = maximal ACh. activation, % at 3 µM. 360,000 tested, 0.4% active;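 active means activation above its plate's cutoff, the mean activation of sample wells plus 3 SD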; further: some results filed as inactive read as strong as hits
M5 antag: CHRM5 antagonism in calcium assay | P08912 | 360,000 tested, 0.59% active | inhibition, % at 3 µM | CHO-hM5 cells, Fluo-8 calcium fluorescence, ACh EC80 | AID 624040;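 active means inhibition above a per-plate cutoff, the mean of that plate's test compounds plus 3 SD, cut at about 27% in these data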;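 further: 0% = acetylcholine EC80 with DMSO and 100% = DMSO without agonist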
M1 antag: human CHRM1 antagonism; AID 588852; 360,000 tested, 1.3% active; CHO-K1 hM1, Fluo-8 calcium fluorescence, ACh EC80 antagonist; inhibition, % at 3 µM; P11229;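 active means percent inhibition above its own plate's cutoff, namely the mean of that plate's compound wells plus 3 SD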;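 further: peak over basal fluorescence ratio during 140 s after agonist addition; 0% = ACh EC80 plus DMSO and 100% = DMSO alone without agonist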
CHRM4 agonist: agonists of human muscarinic M4 receptor (CHRM4). CHO-K1 hM4/Gqi5, Fluo-8 calcium fluorescence; vehicle 0%, full acetylcholine response 100%. activation, % at 3 µM. P08173. 360,000 tested, 0.14% active;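 active means activation above the run mean over all test wells plus 3 SD, cut at about 32% in these data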;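 further: peak over basal fluorescence ratio per well then scaled between controls; 0% = DMSO wells and 100% = acetylcholine at EC100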
Starred values were filed as active, the others as inactive; / = not tested or not shown.

[1] C#CCN1c2ccccc2Sc2cccnc21
[2] C=CCn1cn[nH]c1=S
[3] Cc1ccc(CCN2CC(C(=O)NCCCN(C)Cc3ccccc3)CC2=O)cc1 (centres undefined)
[4] CC(C)CC(=O)NC(=S)Nc1ccc(NC(=O)c2ccco2)cc1
[5] CCCCCC(=O)NNC1=NCC(Cc2cccc(Cl)c2)S1 (centres undefined)
[6] CN(C)c1ccc(P(=O)(Nc2cccc(C(F)(F)F)c2)N2CCOCC2)c(NC(=O)c2cccs2)c1 (centres undefined)

assay / compound	1	2	3	4	5	6
CRFR2-BP ag	-0.2	0.1	0.4	-2.8	-0.4	0.3
M5 ag	-2	-2	-7	3	0	-3
M4 antag	8	0	7	-1	0	0
M5 PAM	0	5	9	-6	8	-4
M1 PAM	0	-2	4	5	16	6
CHRM4 PAM	-4	-6	-1	-1	3	5
M5 antag	2	1	-3	3	3	14
M1 antag	1	3	-9	-4	-13	-2
CHRM4 agonist	4	0	0	7	0	0

Quoted at random: 2 compounds from above
[6] CN(C)c1ccc(P(=O)(Nc2cccc(C(F)(F)F)c2)N2CCOCC2)c(NC(=O)c2cccs2)c1 (centres undefined)
[5] CCCCCC(=O)NNC1=NCC(Cc2cccc(Cl)c2)S1 (centres undefined)

assay / compound	6	5
CRFR2-BP ag	0.3	-0.4
M5 ag	-3	0
M4 antag	0	0
M5 PAM	-4	8
M1 PAM	6	16
CHRM4 PAM	5	3
M5 antag	14	3
M1 antag	-2	-13
CHRM4 agonist	0	0

Remaining list, next part:
[7] Cn1c(=O)oc2cc(S(=O)(=O)CCC(=O)N3CCN(c4ccccc4F)CC3)ccc21
[8] Cc1ccc(C(=O)O/N=C/C2=C(Cl)c3ccccc3CC2)cc1
[9] O=C(COC(=O)c1ccccc1O)NCC1COc2ccccc2O1 (centres undefined)
[10] CCC(=O)OCC(=O)c1cc(C)n(-c2ccc(Br)cc2)c1C
[11] CCCCn1nc(C(=O)Nc2ccc3c(c2)OCCO3)c2ccccc2c1=O
[12] CCc1nnc(NC(=O)CCN(c2ccc(C)cc2)S(=O)(=O)c2ccccc2)s1

assay / compound	7	8	9	10	11	12
CRFR2-BP ag	0.6	7.1	-3.4	-5.6	-0.8	-3.1
M5 ag	11	-2	-1	-10	-7	1
M4 antag	-16	2	-1	-7	-14	3
M5 PAM	37*	-1	7	16	-12	11
M1 PAM	11	-2	6	9	-6	7
CHRM4 PAM	8	2	6	-1	-5	4
M5 antag	11	-8	6	-15	8	-4
M1 antag	-12	4	-3	-10	2	6
CHRM4 agonist	3	0	2	-1	8	-2

[13] Cc1oc(-c2cc(F)ccc2F)nc1CN(C)Cc1ccc2nccnc2c1
[14] O=C(O)c1cc(Cl)n[nH]c1=O
[15] COc1ccc(-c2nnnn2C)cc1S(=O)(=O)Nc1ccc(C)cc1C
[16] Cc1ccc(OCC(=O)NS(=O)(=O)c2ccccc2)cc1
[17] Cc1ccsc1CN(C)CC(=O)Nc1cccc(S(=O)(=O)N(C)c2ccccc2)c1
[18] CCN(CC)CCNC(=O)c1cn(CC)c2cc(N3CCN(C(=O)c4ccco4)CC3)c(F)cc2c1=O

assay / compound	13	14	15	16	17	18
CRFR2-BP ag	0.0	/	-0.9	0.8	2.9	2.0
M5 ag	0	4	-4	2	-4	-3
M4 antag	-3	4	-2	-3	14	2
M5 PAM	3	2	3	4	-26	-6
M1 PAM	6	-1	2	9	-9	4
CHRM4 PAM	4	15	0	0	-11	6
M5 antag	4	-2	1	-13	15	13
M1 antag	-4	7	-2	-3	15	-11
CHRM4 agonist	4	0	1	1	9	1

[19] O=C(Nc1ccccc1C(=O)Nc1nnc(C(F)(F)F)s1)c1ccccc1
[20] Cc1ccc(OCC(O)CN2CCN(CC(O)COc3ccc(C)cc3Cl)CC2)c(Cl)c1 (centres undefined)
[21] COc1cccc(N=Cc2ccc(O)cc2O)c1
[22] O=S(=O)(Nc1cc(S(=O)(=O)N2CCOCC2)ccc1NCC1CCCO1)c1ccccc1F (centres undefined)
[23] Cc1cccc(N(CC(=O)NCc2ccco2)C(=O)CNS(=O)(=O)c2ccc(F)cc2)c1
[24] Cc1nnc(Nc2ccccc2F)s1

assay / compound	19	20	21	22	23	24
CRFR2-BP ag	60*	1.6	6.0	-0.1	1.0	-3.2
M5 ag	1	-1	3	3	-1	4
M4 antag	-10	6	2	8	-6	-7
M5 PAM	-24	-2	-4	4	-6	7
M1 PAM	-12	5	-4	1	3	7
CHRM4 PAM	-4	-5	-6	15	-2	9
M5 antag	36*	-2	2	7	11	0
M1 antag	18	-3	12	7	-13	-9
CHRM4 agonist	10	2	2	3	0	1

Continued; the last 2 above are carried over.
[23] Cc1cccc(N(CC(=O)NCc2ccco2)C(=O)CNS(=O)(=O)c2ccc(F)cc2)c1
[24] Cc1nnc(Nc2ccccc2F)s1
[25] CCN(CC)CCCN(Cc1cc2cc3c(cc2[nH]c1=O)OCO3)C(=S)Nc1ccccc1OC
[26] O=C(/C=C/c1ccc(Cl)cc1)Nc1ccc(Br)cn1
[27] COc1ccc(C)cc1NC(=O)CN1C(=O)C(=O)N(C2CCCC2)C1=O
[28] Cc1nnc(SCC(=O)NNC(=O)c2ccc(Cl)cc2)n1CC1CCCO1 (centres undefined)
[29] CCOC(=O)c1nnc(-c2ccccc2)nc1NCc1ccccc1
[30] CCc1nc2ccccc2c(C(=O)OCC(=O)N2CC(C)OC(C)C2)c1C (centres undefined)

assay / compound	23	24	25	26	27	28	29	30
CRFR2-BP ag	1.0	-3.2	2.3	0.7	-0.2	1.3	1.3	-0.1
M5 ag	-1	4	-3	0	0	-2	-4	4
M4 antag	-6	-7	4	-7	6	-12	-7	-6
M5 PAM	-6	7	3	6	1	-7	2	-12
M1 PAM	3	7	-1	8	10	1	2	0
CHRM4 PAM	-2	9	4	6	2	1	-3	-5
M5 antag	11	0	-5	11	11	-3	-7	-4
M1 antag	-13	-9	-8	-8	-10	-1	2	4
CHRM4 agonist	0	1	0	2	2	0	-3	8

[31] CCOC(=O)C1=C(C)Nc2nc(SCC)nn2C1c1ccc(OC)cc1 (centres undefined)
[32] Nn1c(SCC(=O)NC2CCCCC2)nnc1C1CC1
[33] COc1ccc(CN(C)CCCn2cnc3c(OCc4ccccc4)ncnc32)cc1OC
[34] Cc1ccc(N2C(=O)c3ccc(C(=O)N4CCN(Cc5ccccc5)CC4)cc3C2=O)cc1
[35] O=C(O)CC(=O)Nc1ccccc1C(=O)O
[36] CCN1C(=O)c2ccc(C(=O)NCc3ccco3)cc2C1=O

assay / compound	31	32	33	34	35	36
CRFR2-BP ag	0.8	0.4	-1.8	4.7	-0.9	1.7
M5 ag	-1	0	-2	6	-1	-5
M4 antag	-8	0	-5	3	1	-10
M5 PAM	-3	-2	-1	4	4	-2
M1 PAM	11	3	0	6	6	3
CHRM4 PAM	1	-3	6	-8	2	8
M5 antag	-4	1	-8	-2	-1	-10
M1 antag	-18	-2	-4	-8	-13	3
CHRM4 agonist	0	0	1	20	1	4

Just CHRM4 PAM, for some of the entries so far:
| cpd | mol | CHRM4 PAM |
| --- | --- | --- |
| 34 | Cc1ccc(N2C(=O)c3ccc(C(=O)N4CCN(Cc5ccccc5)CC4)cc3C2=O)cc1 | -8 |
| 6 | CN(C)c1ccc(P(=O)(Nc2cccc(C(F)(F)F)c2)N2CCOCC2)c(NC(=O)c2cccs2)c1 (centres undefined) | 5 |

New compounds follow
[37] COc1ccc2c(c1)C1=NN(/C(C)=C\C(C)=O)C(c3ccccc3)C1CC2 (centres undefined)
[38] Clc1cccc(Cl)c1C[n+]1cccc2ccccc21
[39] CC(C)COc1cccc(C(=O)NC2(C)CCS(=O)(=O)C2)c1 (centres undefined)
[40] O=C(Nc1ccccc1C(F)(F)F)c1cc(S(=O)(=O)N2CCOCC2)ccc1F
[41] CC(C)CC(=O)Nc1ncc([N+](=O)[O-])s1
[42] CC1CCCC(C)N1C(=O)COc1ccccc1F (centres undefined)

assay / compound	37	38	39	40	41	42
CRFR2-BP ag	-4.5	11	-0.8	-3.0	2.0	-4.4
M5 ag	-2	-13	0	-1	1	-3
M4 antag	1	7	-11	4	9	-9
M5 PAM	3	4	-1	-5	-6	-7
M1 PAM	3	-4	2	11	5	10
CHRM4 PAM	4	-8	5	4	-9	7
M5 antag	8	-1	1	13	11	5
M1 antag	-10	5	4	-12	3	-17
CHRM4 agonist	20	1	4	1	11	2

[43] CCCCC(=O)Nc1ccc(C(=O)N2CCN(c3ccccc3OC)CC2)cc1
[44] COc1cc(C(=O)NC(=S)Nc2ccc(Cl)c(C(=O)O)c2)cc(OC)c1OC
[45] O=C(c1ccoc1)N1CCC2(CC1)Oc1ccc(Cl)cc1C(=O)C21CC(c2cccnc2)=NO1 (centres undefined)
[46] CC(C)=CCc1c(C)nc2ccccc2c1C(=O)O
[47] COC(=O)C1CC(=O)c2ccsc2C1 (centres undefined)
[48] O=C(c1nc2ccccn2c1CN1CCCC(c2nc3ccccc3o2)C1)N1CCCC1 (centres undefined)

assay / compound	43	44	45	46	47	48
CRFR2-BP ag	-1.1	-0.9	-1.2	-0.6	0.6	-1.0
M5 ag	1	-10	3	16	-1	3
M4 antag	6	2	5	2	-4	4
M5 PAM	-13	-3	-2	-2	-2	-7
M1 PAM	8	-4	-3	3	9	0
CHRM4 PAM	3	0	0	2	-2	-7
M5 antag	-1	4	5	-7	-5	4
M1 antag	-11	9	6	-22	-8	10
CHRM4 agonist	3	1	7	1	1	6

[49] COC(=O)c1ccc(NC(=O)c2ccccc2)o1
[50] O=S(=O)(Nc1cccc(S(=O)(=O)N2CCCCCC2)c1)c1ccccc1
[51] COc1ccc(C)cc1NC(=O)c1nnn(CCc2ccccc2)c1N
[52] CN(C)S(=O)(=O)c1ccc(Cl)c(NC(=O)CN2CCCCCC2)c1
[53] O=c1nc(N2CCCC2)nc(Nc2ccccc2)[nH]1
[54] O=c1[nH]ccc2c(O)cccc12

assay / compound	49	50	51	52	53	54
CRFR2-BP ag	1.8	2.2	4.4	-3.7	-1.6	-0.6
M5 ag	-2	0	-4	-14	-2	32*
M4 antag	7	0	6	1	0	-2
M5 PAM	-2	-2	-13	-1	7	-16
M1 PAM	6	4	-4	-7	10	-10
CHRM4 PAM	-5	5	-9	-7	-2	4
M5 antag	1	2	13	-1	-5	7
M1 antag	-11	-11	-4	2	-30	-22
CHRM4 agonist	1	1	1	2	1	0
